Assay outcomes (PubChem BioAssay)
HepG2 tox – kills HepG2 cells in TGF-b inhibitor counter-screen | Potency, µM (highest dose often 46.1 µM), inactives show top-dose activity change, negative = cytotoxicity, usual class: cytotoxic | 410,000 compounds, 0.76% hits | HepG2 CAGA-GFP viability, ATP luminescence, 18 h; further: potency means the concentration at half of the fitted maximal effect; some results filed as inactive show a strong effect at the top dose
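HepG2 CAGA-GFP cells (1000/well, DMEM with 1% FBS) received compound, then TGF-beta at 500 pg/mL final, and were incubated 18 hours at 37 degrees C. Viability was read by CellTiter-Glo luminescence. Media-only wells were set as complete cell-killing and DMSO as no toxicity.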
A549 tox – A549 cytotoxicity, counter-screen for Nrf2 inhibitors; A549 ARE-Fluc cells, CellTiter-Fluor viability, 18-24 h; Potency, µM (series often up to 46 µM), for inactives: top-dose activity change, negative = cytotoxicity, hits mostly inhibitors; 390,000 compounds, 0.16% hits; AID 504648; further: potency means the concentration at half of the fitted maximal effect; on the % scale 0 is the no-effect control and ±100 the full control effect
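A549 ARE-Fluc cells in 5% FBS OPTI-MEM, 5000 cells/well, rested 2 h then exposed to compounds in concentration-response for 18-24 h at 37 °C. Viability by CellTiter-Fluor fluorescence (Ex 405/Em 525) after 30 min; luciferase luminescence (BugLite, 15 min, RT) read afterwards.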
TGFb inhibitor – TGF-b pathway inhibition. HepG2 CAGA-GFP TGF-b/SMAD3 reporter, GFP fluorescence, 18 h; TGF-beta stimulated, 500 pg/mL final. Potency, µM (top dose mostly 46.1 µM), inactives show at the highest dose activity, negative = inhibition, most hits filed as inhibitors. 410,000 compounds, 1.2% hits. AID 588855; further: potency means the concentration at half of the fitted maximal effect; on the % scale 0 is the no-effect control and ±100 the full control effect; nearly all actives have a fitted effect of over 65% in size
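HEPG2 CAGA-GFP reporter cells (1000/well, DMEM with 1% FBS) received compounds, then recombinant TGF-beta at 500 pg/mL final for 18 hours at 37 degrees C. Per-cell GFP summed per well was normalised to unstimulated and stimulated DMSO controls before curve fitting.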
Nrf2 ARE act – activators of Nrf2 (ARE) signaling. AREc32 ARE-luciferase reporter (MCF7-derived line), luminescence, 24 h. Potency, µM (series often up to 46.1 µM), for the others: at the highest dose activation, usual class: activators. AID 624171. 410,000 compounds, 0.31% hits; further: potency means the concentration at half of the fitted maximal effect; % of control where 0% means no effect; nearly all actives have a fitted effect of over 65% in size
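Reporter line AREc32 (ARE-Fluc), seeded overnight in OPTI-MEM with 5% FBS; compound pin-transferred, 24 hr at 37 deg C, 5% CO2; luminescent read-out.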
IL2 activator – IL-2 activation | IL-2 activation reporter assay, cell-based qHTS; stimulated with anti-CD3/CD4/CD28 beads; in transgenic mouse T cells | 360,000 compounds, 0.065% hits | activation, % (series mostly up to about 46 µM); in the data active means activation above about 50%; inconclusive means mostly about 30% to 49%; further: 0% is about no effect
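Quantitative HTS in unstimulated transgenic mouse T cells, with memory T cells as non-tolerant control and PMA/ionomycin as tolerance-bypass control. Compound pretreatment lasted 60 minutes before 18 h bead stimulation; EGFP/DsRed fluorescence read.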
Nrf2 inh – blocks Nrf2 signaling; AID 504444; Potency, µM (series often up to 46 µM), for the others: top-dose activity change, negative = inhibition, most hits filed as inhibitors; 360,000 compounds, 2.1% hits; A549 ARE-Fluc reporter, luciferase luminescence, 18-24 h; further: potency means the concentration at half of the fitted maximal effect; on the % scale 0 is the no-effect control and ±100 the full control effect; nearly all actives have a fitted effect of over 60% in size
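In this cell-based qHTS, ARE-driven firefly luciferase in A549 cells reports Nrf2 activity; the luminescent signal after BugLite lysis is the measured value, with a prior CellTiter-Fluor read for cell health.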
ATXN viability – cell viability loss in ATXN counter-screen | 400,000 compounds, 0.49% hits | AID 651635 | S2 cells (HEK-293 line with an ATXN2-luciferase reporter) viability, CellTiter-Fluor protease fluorescence, 24 h | Potency, µM (top dose mostly 56.7 µM), hits mostly cytotoxic; further: potency means the concentration at half of the fitted maximal effect; nearly all actives have a fitted effect of over 40% in size
ATXN2 expr inh – ATXN2 expression inhibition; HEK-293 ATXN2-luciferase reporter, luminescence, 24 h; Potency, µM (highest dose often 57 µM), for the others: top-dose activity change, negative = inhibition, usual class: inhibitors; 360,000 compounds, 0.72% hits; further: potency means the concentration at half of the fitted maximal effect; on the % scale 0 is the no-effect control and ±100 the full control effect; nearly all actives have a fitted effect of over 55% in size
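ATXN2-luciferase reporter cells (luciferase flanked by upstream and downstream ATXN2 gene portions) were treated 24 h at 37 °C with compounds at up to 57 uM. SteadyGlo luminescence gave expression; GF-AFC fluorescence gave viability.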
EPAC2 agonist – agonists of human EPAC2 (RAPGEF4); Q8WZA2; EPAC2 activation, biochemical qHTS; response scale: 100% = 6.5 mM cAMP response; Potency, µM (series often up to 154 µM), without a hit: at the top dose activation, usual class: activators; 360,000 compounds, 0.079% hits; further: potency means the concentration at half of the fitted maximal effect; nearly all actives have a fitted effect of over 50% in size
Target sequence (Q8WZA2 whole entry, looked up): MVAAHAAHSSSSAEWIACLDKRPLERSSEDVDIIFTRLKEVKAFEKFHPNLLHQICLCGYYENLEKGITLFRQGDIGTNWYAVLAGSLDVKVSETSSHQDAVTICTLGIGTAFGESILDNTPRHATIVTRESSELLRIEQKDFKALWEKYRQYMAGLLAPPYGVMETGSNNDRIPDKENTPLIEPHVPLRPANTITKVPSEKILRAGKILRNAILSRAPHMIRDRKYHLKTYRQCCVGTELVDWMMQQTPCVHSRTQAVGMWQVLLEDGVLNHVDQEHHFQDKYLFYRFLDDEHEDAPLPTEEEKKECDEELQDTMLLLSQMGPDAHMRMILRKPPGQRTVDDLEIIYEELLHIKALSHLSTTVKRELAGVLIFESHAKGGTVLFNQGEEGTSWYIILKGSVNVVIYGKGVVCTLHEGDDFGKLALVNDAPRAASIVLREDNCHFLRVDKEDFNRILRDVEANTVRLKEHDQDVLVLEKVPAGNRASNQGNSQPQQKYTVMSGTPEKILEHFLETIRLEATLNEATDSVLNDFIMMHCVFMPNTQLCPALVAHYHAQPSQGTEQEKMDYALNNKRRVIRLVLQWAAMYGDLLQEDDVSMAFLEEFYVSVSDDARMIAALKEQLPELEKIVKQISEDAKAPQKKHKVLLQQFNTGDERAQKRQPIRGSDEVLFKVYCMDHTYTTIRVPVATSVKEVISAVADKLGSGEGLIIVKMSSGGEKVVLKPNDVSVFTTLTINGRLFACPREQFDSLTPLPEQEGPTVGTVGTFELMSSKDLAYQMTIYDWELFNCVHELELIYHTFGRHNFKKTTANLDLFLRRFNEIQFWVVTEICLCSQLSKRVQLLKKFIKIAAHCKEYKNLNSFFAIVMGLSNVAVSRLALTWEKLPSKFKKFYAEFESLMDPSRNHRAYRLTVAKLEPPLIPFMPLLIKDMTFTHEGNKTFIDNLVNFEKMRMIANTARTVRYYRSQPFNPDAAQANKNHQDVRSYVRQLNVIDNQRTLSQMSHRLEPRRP
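Each well held 100 nM EPAC2, 250 nM RAP1B-BODIPY-GDP and 50 uM GDP. Fluorescence, read at 5-min intervals to 30 min, was referenced to a 6.5 mM cAMP positive control.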
Active calls of the source: *; i = inactive; ? = inconclusive; · = no result given; & = joins results of further samples. Unless noted, the call rests on the fitted dose curve; in most records, active means well fitted curve in the direction sought with a large enough effect; inconclusive means small, poorly fitted or top-dose-only effect, or another doubt; inactive means no such curve, though single readings can be large; an effect the other way counts as inactive or inconclusive. Compounds were not picked by outcome; about 4.3% have a hit in one of these screens.

SMILES | HepG2 tox | A549 tox | TGFb inhibitor | Nrf2 ARE act | IL2 activator | Nrf2 inh | ATXN viability | ATXN2 expr inh | EPAC2 agonist
Cc1cccc(Cl)c1NC(=S)N1CCN(c2ccc([N+](=O)[O-])cn2)CC1 | -1% | 0% | 2% | 0.2% | 0.4 | -14% | i | -21% | 13%
CCCCC1C(=O)CC[C@H]2[C@@H]1CC(=O)[C@@H]2C/C=C\CCCC(=O)O (stereo not given in full) | -12% | -4% | 7% | ? | -0.4 | ? | i | ? | 10%
O=C(CSc1nc2ncc(Br)cc2[nH]1)Nc1ccc2c(c1)OCO2 | -9% | 2% | -16% | 12% | -0.5 | · | i | -4% | -9%
COc1ccc(/C=N\NC(=O)c2sc(N)nc2C)cc1OC | -19% | 6% | 0% | 5.2% | -2.8 | -17% | i | 2% | 6%
COc1ccc(N2CCN(C(=O)c3cc(=O)c4cc(C)c(C)cc4o3)CC2)cc1 | 1% | 10% | 2% | 0.3% | -0.3 | ? | i | -18% | -1%
COc1ccc(CN(C)C[C@H]2OCc3cnnn3CCCC(=O)N([C@H](C)CO)C[C@@H]2C)cc1 | -3% | · | 2% | -0.4% | 2.6 | · | i | -2% | 0%
COc1cccc(Cn2c(Oc3cc(C)cc(C)c3)nc3c2c(=O)n(C)c(=O)n3C)c1 | -3% | -2% | 0% | 0.6% | · | ? | i | -11% | ·
Cn1c(=O)c2cc(NC(=S)NCc3ccccc3F)ccc2n1Cc1ccc(F)cc1 | -16% | · | -15% | -0.8% | -0.4 | · | i | -10% | 4%
CCn1cc(/C=C(\NC(=O)c2ccccc2Cl)C(=O)NCCCn2ccnc2)c2ccccc21 | -4% | 4% | -21% | 2.7% | · | 11% | i | -5% | ·
CCOC(=O)C(Cc1ccccc1)C(=O)Nc1ccc(N(CC)CC)cc1 (stereo not given) | -12% | 0% | -24% | 0.0% | 1.4 | 8% | i | 3% | 5%
CCOc1ccc(-c2csc(/C(C#N)=C\c3ccc(O)c([N+](=O)[O-])c3)n2)cc1 | -7% | 16µM* | 5µM* | 0.2% | 0.1 | ? | · | ? | -9%
Fc1ccc(-n2cc(-c3ccccc3)c3c(NC4CCCCC4)ncnc32)cc1 | -10% | 12% | 0% | 0.1% | · | · | · | · | ·
FC(F)(F)c1nnc2ccc(Sc3ccccn3)nn12 | 0% | -4% | -11% | 0.0% | -0.1 | ? | i | · | 8%
CC1CCc2nc(N)c(C#N)c(-c3cccn3C)c2C1 (stereo not given) | -8% | -5% | 3% | -0.9% | -0.2 | -21% | i | 1% | 0%
O=C1CN(c2ccccc2)C(=S)N1c1ccccc1 | -8% | 1% | 10% | 1.0% | -1.2 | 4% | i | 8% | -2%
NS(=O)(=O)c1ccc(NC(=O)COC(=O)CSCc2ccc(F)cc2)cc1 | -6% | -3% | 7% | -1.4% | -0.5 | 2% | i | · | 2%
COc1ccc(Nc2sc(C(=O)c3ccccc3)c(N)c2C(=O)Nc2cc(C)ccc2C)c(OC)c1 | -41% | -12% | ? | -0.4% | · | · | ? | -32% | ·
COc1ccc(N(CC(=O)N2CCCCC2)S(=O)(=O)c2ccc(OC)c(OC)c2)cc1 | -6% | -11% | 25% | -0.3% | · | -6% | i | 3% | ·
O=C(NCCc1ccccc1)C1CCC(CNS(=O)(=O)c2ccccc2)CC1 (stereo not given) | -9%&-9% | 0%&-10% | -5%&-13% | -0.3%&0.7% | 0.2 | -8% | i | -5%&1% | -1%
CCOC(=O)C1=C(C)NC(=S)NC1c1ccsc1 (stereo not given) | 3% | 1% | 5% | -0.3% | -2.5 | 12% | i | 17% | 0%

Random excerpt: 3 compounds from above.
SMILES | HepG2 tox | A549 tox | TGFb inhibitor | Nrf2 ARE act | IL2 activator | Nrf2 inh | ATXN viability | ATXN2 expr inh | EPAC2 agonist
O=C1CN(c2ccccc2)C(=S)N1c1ccccc1 | -8% | 1% | 10% | 1.0% | -1.2 | 4% | i | 8% | -2%
CCOC(=O)C1=C(C)NC(=S)NC1c1ccsc1 (stereo not given) | 3% | 1% | 5% | -0.3% | -2.5 | 12% | i | 17% | 0%
FC(F)(F)c1nnc2ccc(Sc3ccccn3)nn12 | 0% | -4% | -11% | 0.0% | -0.1 | ? | i | · | 8%

The list goes on.
SMILES | HepG2 tox | A549 tox | TGFb inhibitor | Nrf2 ARE act | IL2 activator | Nrf2 inh | ATXN viability | ATXN2 expr inh | EPAC2 agonist
CCOC(=O)c1cc(C)n(CC2CCC(C(=O)Nc3ccc(C)c(F)c3)CC2)c1C (stereo not given) | -30% | 1% | ? | 0.0% | · | -17% | · | · | ·
CC(OC(=O)CCc1nc(=O)c2ccccc2n1C)C(=O)NCc1ccc2c(c1)OCO2 (stereo not given) | -6% | 11% | -16% | -1.0% | 5.0 | 23% | i | · | 4%
CC(C)(C)c1cc(C(c2cccnc2)N2CCN(CCO)CC2)cc(C(C)(C)C)c1O (stereo not given) | 13µM* | ? | 7.9µM* | ? | -4.4 | -74% | · | ? | ?
CCC1CCCCN1C(=O)COC(=O)c1ccc(Br)o1 (stereo not given) | -3% | -1% | 0% | 0.1% | 0.0 | 3% | i | -3% | 7%
COc1ccc(C(=O)OCC(=O)NCC2CCCCC2)c(OC)c1 | -11% | 1% | -28% | 0.5% | 5.7 | 2% | i | 6% | 1%
CCN(CCCNC(=O)CSc1cc(=O)n(CC)c2ccccc12)c1ccccc1 | -57% | -2% | ? | 7.3% | · | -25% | ? | -32% | ·
COc1ccccc1C(=O)COC(=O)c1ccc(-n2cnnn2)cc1 | -10% | -6% | -3% | 3.3% | -0.1 | -3% | i | 0% | ?
CCCOC(=O)Nc1sc2c(c1C(=O)OCC)CCC2 | -19% | 8% | -3% | -0.2% | -2.7 | -17% | i | 4% | 13%
COc1cccc2cc(C(=O)NCc3ccc(C)cc3)c(=O)oc12 | 3% | 1% | 19% | -0.1% | 0.9 | -9% | i | 2% | 0%
COc1ccc(S(=O)(=O)N(CC(=O)Nc2ccc(OC)cc2OC)c2ccc(Cl)cc2)cc1 | -31% | -13% | 0% | 0.2% | · | -26% | i | -9% | ·

One compound at a time (already shown). Order of screens: HepG2 tox	A549 tox	TGFb inhibitor	Nrf2 ARE act	IL2 activator	Nrf2 inh	ATXN viability	ATXN2 expr inh	EPAC2 agonist
Shown for COc1cccc2cc(C(=O)NCc3ccc(C)cc3)c(=O)oc12 : 3%	1%	19%	-0.1%	0.9	-9%	i	2%	0%
Shown for CCOC(=O)c1cc(C)n(CC2CCC(C(=O)Nc3ccc(C)c(F)c3)CC2)c1C (stereo not given) : -30%	1%	?	0.0%	·	-17%	·	·	·
Shown for CCN(CCCNC(=O)CSc1cc(=O)n(CC)c2ccccc12)c1ccccc1 : -57%	-2%	?	7.3%	·	-25%	?	-32%	·
Shown for CC(OC(=O)CCc1nc(=O)c2ccccc2n1C)C(=O)NCc1ccc2c(c1)OCO2 (stereo not given) : -6%	11%	-16%	-1.0%	5.0	23%	i	·	4%

The list goes on.
SMILES | HepG2 tox | A549 tox | TGFb inhibitor | Nrf2 ARE act | IL2 activator | Nrf2 inh | ATXN viability | ATXN2 expr inh | EPAC2 agonist
O=C1C2ON(c3ccccc3)C(c3cccnc3)C2C(=O)N1c1ccccc1 (stereo not given) | -1% | 2% | -23% | -0.2% | -0.4 | 14% | i | 3% | -3%
COc1ccc(CC(=O)Nc2cccc(S(=O)(=O)N3CCCC3)c2)cc1OC | -27% | -21% | -26% | 3.3% | 0.3 | 4.6µM* | i | ? | 4%
NNC(=O)c1ccc(CSc2cccc3cccnc23)cc1 | -15% | 12% | -24% | 3.0% | 0.4 | 5% | i | -15% | 13%
CC1=CC(c2ccc(Cl)cc2)n2nc(NS(=O)(=O)c3ccc(C)cc3)nc2N1 (stereo not given) | -11% | 23% | -4% | 0.4% | 0.4 | 3% | i | 3% | -10%
CCn1cc(C(=O)N2CCN(c3cccc(Cl)c3)CC2)c(=O)c2cc(S(=O)(=O)N3CCC(C)CC3)ccc21 | -32% | -4% | 13µM* | 0.1% | · | 21µM* | ? | ? | ·
CCc1ccccc1NC(=O)c1cc2sccc2n1C | -38% | 7% | 9% | 5.5% | -3.4 | ? | i | 15% | 19%
COc1cc2c(cc1OC)C(COc1ccccc1OC)N(C(=O)c1ccc(S(=O)(=O)N(C)C)cc1)CC2 (stereo not given) | -23% | 10% | 0% | 5.5% | · | · | · | · | ·
CCc1cc(C(=O)NNC(=S)NCC2CCCO2)cs1 (stereo not given) | 1% | 13% | 0% | 0.2% | -1.0 | · | i | 10% | 7%
CCN(CC)S(=O)(=O)c1ccc2c(c1)N(CC(=O)Nc1c(C)cc(C)cc1C)C(=O)C1CCCN21 (stereo not given) | 3% | -9% | 12% | -0.2% | · | 19% | · | · | ·
CCN1CCN(c2cc(C)c3cc(NC(=S)NCCCN4CCc5ccccc5C4)ccc3n2)CC1 | -42% | -8% | ? | 4.2% | -2.6 | 4% | · | ? | 0%
Cc1cc(NS(=O)(=O)c2ccc(NC(=O)C(C)Oc3cccc(C)c3C)cc2)nc(C)n1 (stereo not given) | 4% | -10% | 6% | -0.7% | -2.2 | ? | i | 2% | 7%
CCOC(=O)c1ccc(S(=O)(=O)N2CCNCC2)cc1 | -7% | 0% | 28% | -0.3% | -1.1 | ? | i | -2% | 4%
O=C(CSCc1ccc(F)cc1)NCc1ccc2c(c1)OCO2 | 0% | 0% | 2% | -0.4% | 1.0 | 14% | i | 16% | 4%
Cc1ccc(C(=O)N/C(=C\c2ccc(F)cc2)C(=O)NCCCn2ccnc2)cc1 | 2% | 0% | 4% | -0.6% | 0.2 | -5% | i | 1% | 15%
